ERAP1 HTS inh = human ERAP1 aminopeptidase inhibitors, primary screen, biochemical, single point, plate reader | Endoplasmic reticulum aminopeptidase 1 (Homo sapiens), Q9NZ08 | recombinant ERAP1, Leu-AMC fluorescence, 60 min | inhibition, % at 10.7 µM | actives 0.15% (n = 340,000) | AID 652197, 2013;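 active = mean replicate inhibition of at least 30%, or all replicates individually reaching that 30% level; inactive = mean below 30% and not every replicate reaching it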;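 note: 0% = neutral control wells and 100% = L-leucinethiol positive control wells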
PglD DTNB = C. jejuni PglD acetyltransferase inhibitors, primary screen, biochemical, DTNB colorimetric, single point; UDP-N-acetylbacillosamine N-acetyltransferase PglD (Campylobacter jejuni); purified PglD enzyme, DTNB colorimetric CoA detection; inhibition, % at 12.5 µM; actives 0.098% (n = 360,000); AID 602405, 2012; in the data active = inhibition above about 16%, passing the limit was not always enough; note: strong numbers were not always called active
PGC1a acetyl inh = inhibitors of PGC1a acetylation signal, primary screen, cell-based, U2OS, AlphaScreen, inhibitor mode | AlphaScreen anti-acetyl-lysine; with virally co-expressed GCN5 acetyltransferase | inhibition, % at 15.6 µM | actives 0.17% (n = 350,000) | AID 651687, 2012;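 active = every replicate shows inhibition of at least 40%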;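 note: 0% = neutral control wells and 100% = positive control wells; some results beyond the cut were filed as inactive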
RAD52 inh = RAD52 DNA annealing inhibitors, primary screen, biochemical, FRET, single point, set 2; actives 0.46% (n = 360,000); recombinant RAD52 DNA annealing, FRET fluorescence; inhibition, % at 18.7 µM; DNA repair protein RAD52 homolog (Homo sapiens), P43351; AID 651710, 2012;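 active = every replicate showing at least 50% inhibition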
Target sequence (P43351 whole entry, looked up): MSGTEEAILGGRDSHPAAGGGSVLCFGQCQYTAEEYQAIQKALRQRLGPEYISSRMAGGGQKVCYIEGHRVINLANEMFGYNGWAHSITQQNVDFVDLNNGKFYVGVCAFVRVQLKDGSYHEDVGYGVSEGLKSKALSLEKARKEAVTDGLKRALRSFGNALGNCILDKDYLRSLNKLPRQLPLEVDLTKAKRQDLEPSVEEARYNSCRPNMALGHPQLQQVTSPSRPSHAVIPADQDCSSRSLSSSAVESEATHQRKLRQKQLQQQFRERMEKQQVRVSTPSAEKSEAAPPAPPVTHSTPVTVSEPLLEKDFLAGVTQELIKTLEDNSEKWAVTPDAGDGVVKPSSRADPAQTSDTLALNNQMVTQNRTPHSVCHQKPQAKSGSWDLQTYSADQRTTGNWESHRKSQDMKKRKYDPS
miR122 inh = miR-122 Renilla sensor signal increase in Huh7, primary screen, miR-122 inhibitor project, cell-based, single point, plate reader | activation (reporter increase), % at 12.5 µM | Huh7 miR-122 Renilla luciferase sensor, 48 h; neutral wells = 0, positive control = 100 | actives 0.3% (n = 340,000) | AID 602342, 2012;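 active = mean replicate activation score at least 90 and every replicate individually at or above 90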;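 note: higher luciferase means less miR-122 activity so hits act as miR-122 inhibitors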
E-selectin induc = E-selectin induction in HUVECs, primary screen, imaging, HUVEC, immunofluorescence imaging, single point | normalized: neutral wells 0, TNF-alpha wells 100 | P16581 | activation, % at 7.58 µM | actives 0.37% (n = 260,000);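 active = mean E-selectin-positive cell signal at least 10% of the positive control, reached in at least 60% of replicates, without over 20% cell loss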;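 note: in these data hits start at about 27%; measured in HUVEC primary endothelial cells; signal is the percent of cells scored E-selectin positive by PE staining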
Target sequence (P16581 whole entry, looked up): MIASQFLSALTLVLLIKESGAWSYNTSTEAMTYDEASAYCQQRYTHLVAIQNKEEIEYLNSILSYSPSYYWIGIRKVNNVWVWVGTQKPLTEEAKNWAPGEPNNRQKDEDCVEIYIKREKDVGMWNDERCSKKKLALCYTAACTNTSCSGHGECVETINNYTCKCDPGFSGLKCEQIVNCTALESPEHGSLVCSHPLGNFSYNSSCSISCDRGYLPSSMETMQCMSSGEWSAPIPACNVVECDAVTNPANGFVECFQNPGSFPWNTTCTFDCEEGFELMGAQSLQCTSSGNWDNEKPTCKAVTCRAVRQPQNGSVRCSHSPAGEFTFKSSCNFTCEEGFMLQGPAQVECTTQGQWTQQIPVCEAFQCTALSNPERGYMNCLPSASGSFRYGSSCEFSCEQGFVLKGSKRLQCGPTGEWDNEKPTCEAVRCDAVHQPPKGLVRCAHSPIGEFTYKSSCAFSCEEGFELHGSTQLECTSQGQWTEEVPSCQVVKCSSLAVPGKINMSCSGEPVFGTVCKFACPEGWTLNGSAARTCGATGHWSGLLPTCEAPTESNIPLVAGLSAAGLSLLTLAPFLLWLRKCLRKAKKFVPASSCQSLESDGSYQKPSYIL
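System: HUVEC / Compound: single concentration / Signal: immunofluorescence imaging / Read-out: percent E-selectin-positive cells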
Cneo AK release = Cryptococcus neoformans cell lysis inducers, primary screen, AK release luminescence, single concentration | C. neoformans lysis, adenylate kinase release luminescence, 4 h; normalised: neutral wells 0, clomiphene wells 100 | lysis activity, % at 15 µM | actives 0.2% (n = 360,000);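 active = mean lysis activity across replicates of at least 80%, whatever share of replicates individually reach that level; inactive = mean lysis activity below 80%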
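Test system: log-phase Cryptococcus neoformans yeast cells; Quantity: yeast cell density of 5 × 10^6 cells/mL; Buffer or medium: YPD; Doses: single compound concentration per well; Timing: 4 h at 37 °C static, read 1 h later; Measured by: AK luminescence; Read-out basis: lysis from increased AK signal; Control set: Clomiphene as positive control.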
RAD54 branch = inhibitors of human RAD54 branch migration, primary screen, biochemical, fluorescence, single point; DNA repair and recombination protein RAD54-like (Homo sapiens), Q92698; RAD54 Holliday junction branch migration, FAM/BHQ fluorescence; inhibition, % at 10.4 µM; actives 0.14% (n = 360,000); AID 602329, 2012;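 active = mean normalized replicate activity at least 40 and at least half of replicates scoring 40 or more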;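 note: 0% = median of neutral control wells and 100% = median of positive control wells; inhibitors cause a drop in the FAM fluorescence signal; in these data hits start at about 50%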
* = called active by the depositor; . = no result given; & = joins results of further samples; [ ] = dose if it differs, or a comment. An unsorted share of the library. About 1.4% of those tested had a hit in this group.

The first 4 compounds, ahead of the listing:
(1) O=[N+]([O-])c1cccc(P(=O)(O)c2cccc([N+](=O)[O-])c2)c1
(2) COc1ccc(-n2nccc2-c2nn(-c3cccc(OC)c3)c(=O)n(C)c2=O)cc1
(3) O=C(CSc1nc2ccccc2c(=O)n1-c1ccc(F)cc1F)NC1CC1
(4) O=C(Nc1ccccc1-c1ccccc1)c1ccccc1Br

Screen / compound no.,1,2,3,4
E-selectin induc,7.7,.,-0.2,0.0
ERAP1 HTS inh,10,.,0,12
PGC1a acetyl inh,-8,-2,-22,.
Cneo AK release,.,-1,1,0
miR122 inh,.,-7,-5,0
RAD54 branch,.,3,6,-14
RAD52 inh,-4,.,-14,4
PglD DTNB,.,-3,0,-2

Results (from the top)
(1) O=[N+]([O-])c1cccc(P(=O)(O)c2cccc([N+](=O)[O-])c2)c1
(2) COc1ccc(-n2nccc2-c2nn(-c3cccc(OC)c3)c(=O)n(C)c2=O)cc1
(3) O=C(CSc1nc2ccccc2c(=O)n1-c1ccc(F)cc1F)NC1CC1
(4) O=C(Nc1ccccc1-c1ccccc1)c1ccccc1Br
(5) Cc1ccc(S(=O)(=O)N(C)C)cc1NC(=S)NC(C)CCC(C)C (configuration not stated)
(6) CCN(CCCNC(=O)c1nn(C)c2c1CS(=O)(=O)c1ccccc1-2)Cc1ccccc1
(7) O=C(CN1C(=O)NC2(CCc3ccccc32)C1=O)Nc1ccccc1Cl (configuration not stated)
(8) O=c1[nH]c2ccsc2c(=O)n1CCO

Screen / compound no.,1,2,3,4,5,6,7,8
E-selectin induc,7.7,.,-0.2,0.0,.,.,0.5,1.1
ERAP1 HTS inh,10,.,0,12,.,0,0,.
PGC1a acetyl inh,-8,-2,-22,.,1,9,.,4
Cneo AK release,.,-1,1,0,-1,1,-7,0
miR122 inh,.,-7,-5,0,2,-12,.,5
RAD54 branch,.,3,6,-14,-12,-13,-7,-1
RAD52 inh,-4,.,-14,4,.,1,-13,1
PglD DTNB,.,-3,0,-2,-2,-2,6,0

(9) COc1ccc(S(N)(=O)=O)cc1C(=O)N(C)CC(=O)Nc1ccc(N2CCOCC2)cc1
(10) CC1CN(C(=O)c2cc(S(=O)(=O)N(C)c3ccc(F)cc3)ccc2Cl)CC(C)O1 (configuration not stated)
(11) O=C(Cc1ccc(Br)cc1)NNC(=O)c1cccs1
(12) CC(C)=CCN1CCN(Cc2nc(C(C)C)cs2)CC1CCO (configuration not stated)
(13) Cc1noc(C)c1NC(=O)N(C)C[C@H]1OCCCC[C@H](C)Oc2ccc(NS(=O)(=O)c3cn(C)cn3)cc2C(=O)N([C@@H](C)CO)C[C@H]1C
(14) Cc1cccc(NC(=O)c2cc([N+](=O)[O-])ccc2N2CCOCC2)c1C
(15) CO[C@@H](CN(C)Cc1cc(F)ccc1F)[C@H](C)CN([C@@H](C)CO)S(=O)(=O)c1ccc(F)cc1
(16) O=C(NCC1CCCO1)c1cccc(S(=O)(=O)N2CCCCC2)c1 (configuration not stated)

Screen / compound no.,9,10,11,12,13,14,15,16
E-selectin induc,2.0,-0.1,0.1,0.0,0.0,0.2,0.0,1.4
ERAP1 HTS inh,-4,1,-2,-6,.,3,-4,-1
PGC1a acetyl inh,.,4,-3,-7,-1,8,2,-2
Cneo AK release,-17,-2,0,2,3,13,0,1
miR122 inh,.,-7,6,-3,-3[16.7 µM],5,.,-2
RAD54 branch,2,6,8,-22,2,-3,-2,-2
RAD52 inh,0,-11,-4,-16,.,-4,-1,4
PglD DTNB,0,-6,1,-4,-2,4,-1,4

(17) CCC(C)(C)c1ccc(Oc2cccc(C(=O)O)c2)cc1
(18) O=S(=O)(c1ccccc1F)N1[C@@H]2CNC[C@H]1C2c1ccc(-c2cccnc2)cc1 (some centres not stated)
(19) COc1ccc(-c2cnc3c(c2)C(=O)N([C@H](C)CO)C[C@H](C)[C@H](CN(C)C(=O)Cc2ccccc2)O3)cc1
(20) CN(C)C(=O)C[C@@H]1CC[C@H]2[C@@H](COc3ccc(NC(=O)C4CCCC4)cc3C(=O)N2C)O1
(21) Cc1ccc(C(=O)NCc2nc3ccccc3[nH]2)o1
(22) O=C(NC(Nc1ncc(S(=O)(=O)c2ccc([N+](=O)[O-])cc2)s1)(C(F)(F)F)C(F)(F)F)c1ccc(Cl)cc1
(23) C[C@H]1CN([C@@H](C)CO)S(=O)(=O)c2ccc(-c3cccnc3)cc2O[C@H]1CN(C)C
(24) Cc1ccc(C)c(CN2CCC(n3nccc3NC(=O)C3CCCC3)CC2)c1

Screen / compound no.,17,18,19,20,21,22,23,24
E-selectin induc,0.0,-0.1&-0.1,1.2,0.1,.,.,0.2,.
ERAP1 HTS inh,-1,0&0,9,1,2,.,-2,-1
PGC1a acetyl inh,.,-6,10,0,.,-13,13,.
Cneo AK release,0,.,-5,.,1,-2,2,1
miR122 inh,8,.,2[16.7 µM],.,0,-44,3[16.7 µM],-2
RAD54 branch,9,.,-1,.,-8,3,-1,-5
RAD52 inh,-18,9&4,9,5,-13,.,4,-3
PglD DTNB,8,.,0,.,0,0,-3,2

(25) O=S(=O)(c1ccc(NC(=S)NCc2cccnc2)cc1)N1CCCCC1
(26) COCC#Cc1cnc2c(c1)C(=O)N([C@H](C)CO)C[C@H](C)[C@H](CN(C)C(=O)Nc1ccccc1F)O2
(27) O=C(C[C@@H]1CC[C@H]2NC[C@H](O)COC[C@@H]2O1)N1CCc2ccccc2C1
(28) O=C(Cc1cccnc1)N[C@H]1CC[C@H](CCn2cc(-c3ccccc3F)nn2)O[C@@H]1CO
(29) Cc1cc(OCC(=O)OCC(=O)NCC2CCCO2)ccc1Cl (configuration not stated)
(30) COc1cc2nc(N(CCCN(C)C)C(=O)c3ccc(S(=O)(=O)N(C)C4CCCCC4)cc3)sc2cc1OC
(31) O=C(O)CCCC(=O)Nc1c(F)c(F)c(F)c(F)c1F
(32) N#C[C@@H]1[C@H](c2ccccc2-c2ccccc2F)[C@H](CO)N1C(=O)Cc1ccccc1

Screen / compound no.,25,26,27,28,29,30,31,32
E-selectin induc,-0.2,0.0,0.3,-1.9,-1.0,-1.8,.,0.0
ERAP1 HTS inh,4,6,-2,2,1,-4,.,-1
PGC1a acetyl inh,-89,1,-2,2,.,-19,4,-3
Cneo AK release,-1,-1,1,-2,4,11,0,.
miR122 inh,79,1[16.7 µM],-3[16.7 µM],.,.,-2,19,.
RAD54 branch,-2,-11,-6,3,1,23,1,.
RAD52 inh,-18,-6,2,-4,-1,45,.,-2
PglD DTNB,2,2,-1,5,8,1,0,.

(33) O=C1c2ccccc2C(=O)N1CC#CCN1CCN(C(c2ccccc2)c2ccccc2)CC1
(34) COC(=O)c1cccc(NC(=O)CSc2nnc(COc3ccc(C#N)cc3)n2-c2ccccc2)c1
(35) CCCN(C)C[C@@H]1OCCCC[C@@H](C)Oc2ccc(NS(=O)(=O)c3ccc(F)cc3)cc2C(=O)N([C@H](C)CO)C[C@@H]1C
(36) CCOc1ccc(NC(=S)Nc2ccc(F)cc2)cc1
(37) Cc1ccc(S(=O)(=O)N/N=C/c2cc(Br)c(C)o2)cc1
(38) CO[C@@H]1CN(C)C(=O)c2cc(NC(=O)C3CCC3)ccc2OC[C@@H](C)N(C)C[C@@H]1C
(39) Cc1ccc(S(=O)(=O)N2c3ccccc3NC(=O)CC2C)cc1 (configuration not stated)
(40) CC(C)=CC(=O)N1CCC(Oc2cccc(C(=O)NCc3ccccn3)c2)CC1

Screen / compound no.,33,34,35,36,37,38,39,40
E-selectin induc,.,.,1.4,.,.,0.1,.,-0.7
ERAP1 HTS inh,.,.,-17,2,.,.,.,1
PGC1a acetyl inh,-2,-9,-8,9,6,7,-17,.
Cneo AK release,-3,0,0,-2,1,.,-1,1
miR122 inh,-8,-6,0[16.7 µM],0,-2,.,-2,0
RAD54 branch,-1,11,-2,-6,-1,8,-4,2
RAD52 inh,.,.,6,3,.,.,.,-42
PglD DTNB,-2,-2,0,0,4,2,2,1

In the list so far, these contain an NH in an aromatic ring:
(8) O=c1[nH]c2ccsc2c(=O)n1CCO
(21) Cc1ccc(C(=O)NCc2nc3ccccc3[nH]2)o1

Screen / compound no.,8,21
E-selectin induc,1.1,.
ERAP1 HTS inh,.,2
PGC1a acetyl inh,4,.
Cneo AK release,0,1
miR122 inh,5,0
RAD54 branch,-1,-8
RAD52 inh,1,-13
PglD DTNB,0,0

(cont.)
(41) CN(Cc1ccccc1)C(=O)CN1C(=O)c2ccccc2S1(=O)=O
(42) CCNC1=C(Cl)C(=O)c2ccccc2C1=O
(43) C[C@@H]1CN([C@H](C)CO)C(=O)c2cc(NC(=O)Nc3ccc(C(F)(F)F)cc3)ccc2O[C@@H]1CN(C)Cc1ccc(Oc2ccccc2)cc1
(44) CCC1(CC(C)C)SC(N)=NC1=O (configuration not stated)
(45) Cn1cccc1C(=O)NC(=O)COC(=O)c1cc(S(=O)(=O)N2CCCCC2)ccc1Cl
(46) O=C(Nc1sc2c(c1C(=O)O)CCCC2)c1ccc(Cl)cc1
(47) Cc1ccc(S(=O)(=O)N(C)C[C@@H]2OCCCC[C@@H](C)Oc3ccc(NC(=O)Nc4cccc5ccccc45)cc3C(=O)N([C@H](C)CO)C[C@@H]2C)cc1
(48) C[C@@H]1CCCCO[C@H](CN(C)Cc2ccc(C(F)(F)F)cc2)[C@H](C)CN([C@H](C)CO)C(=O)c2cc(NS(=O)(=O)c3ccc(F)cc3)ccc2O1

Screen / compound no.,41,42,43,44,45,46,47,48
E-selectin induc,.,.,-5.8,0.6,.,.,-0.2,0.0
ERAP1 HTS inh,1,.,-4,-4,9,2,-3,-3
PGC1a acetyl inh,7,-6,-10,-11,-8,3,31,8
Cneo AK release,.,-3,-3,-1,-6,-1,-1,3
miR122 inh,-7,-2,7[16.7 µM],-8,1,3,7[16.7 µM],-11[16.7 µM]
RAD54 branch,.,18,-3,-9,9,9,1,4
RAD52 inh,-12,.,23,-11,-28,-14,-2,-18
PglD DTNB,.,3,-3,-1,-3,0,-2,6

(49) COc1cccc(-c2cc3onc(-c4ccccc4)c3c(=O)n2C)c1
(50) COc1ccc(CN(C)C[C@H]2OCCCC[C@@H](C)Oc3ccc(NC(=O)Cc4ccccc4)cc3C(=O)N([C@H](C)CO)C[C@@H]2C)cc1
(51) COc1ccc(S(=O)(=O)N2CCCOC2CNC(=O)C(=O)NCCCN2CCOCC2)cc1C (configuration not stated)
(52) C[C@H]1ON(c2ccccc2)[C@@H](c2ccccc2)[C@@H]1C(=O)N1C(=O)OC[C@@H]1c1ccccc1
(53) CC1(C)CC(=O)C2=C(C1)N(CC1CCCO1)C(=O)C2(O)C(F)(F)F (configuration not stated)
(54) Cc1ccccc1NC(=O)Cn1nnc(S(=O)(=O)c2ccc(C(C)(C)C)cc2)c1N

Screen / compound no.,49,50,51,52,53,54
E-selectin induc,.,0.1,0.0,.,.,-0.1
ERAP1 HTS inh,3,.,0,-2,.,.
PGC1a acetyl inh,.,1,-1,.,-11,-12
Cneo AK release,-6,1,1,56,-1,0
miR122 inh,-17,-4[16.7 µM],5,.,3,0
RAD54 branch,1,-4,2,7,-2,-3
RAD52 inh,-2,.,-6,1,.,-27
PglD DTNB,4,-2,-5,-5,3,-5

Compound activity from PubChem.
